Screens from PubChem BioAssay.
NR2F2 inh = inhibitors of human COUP-TFII (NR2F2); HEK293T NGFI-A luciferase reporter, luminescence; inhibition, % at 8.6 µM; 370,000 tested, 0.7% active; AID 686940;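 active = inhibition above a per-plate cutoff, mean inhibition of test wells between control levels plus 3 SD, cut at about 38% in these data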;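 also: cells cotransfected with COUP-TFII expression vector driving the NGFI-A reporter; 0% = median of COUP-TF2 test wells and 100% = reporter-only cells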
LRH-1 inv ag = inverse agonists of human LRH-1 (NR5A2). HEK293T StAR-luciferase reporter, LRH-1 transfected, 24 h. inhibition, % at 3.6 µM. 360,000 tested, 0.13% active. O00482;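 active = inhibition above the mean inhibition of all tested compounds plus 3 SD, cut at about 73% in these data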;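 also: 0% = DMSO wells and 100% = reporter-only cells lacking LRH-1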
Target sequence (O00482 whole entry, looked up): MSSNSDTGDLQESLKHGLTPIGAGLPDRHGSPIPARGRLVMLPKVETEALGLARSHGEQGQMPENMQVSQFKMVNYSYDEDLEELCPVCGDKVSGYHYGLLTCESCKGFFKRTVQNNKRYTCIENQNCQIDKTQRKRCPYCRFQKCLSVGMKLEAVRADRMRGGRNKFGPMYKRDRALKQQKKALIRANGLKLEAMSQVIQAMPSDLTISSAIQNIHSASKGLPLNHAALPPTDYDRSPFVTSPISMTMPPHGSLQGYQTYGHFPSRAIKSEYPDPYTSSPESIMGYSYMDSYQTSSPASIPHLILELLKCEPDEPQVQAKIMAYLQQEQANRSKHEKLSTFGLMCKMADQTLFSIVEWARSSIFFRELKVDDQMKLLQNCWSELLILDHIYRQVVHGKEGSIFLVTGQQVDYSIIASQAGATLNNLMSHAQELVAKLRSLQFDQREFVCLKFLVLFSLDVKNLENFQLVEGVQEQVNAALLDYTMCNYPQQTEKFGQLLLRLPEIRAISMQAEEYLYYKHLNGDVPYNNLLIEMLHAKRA
TROY signal inh = inhibitors of TROY-dependent NF-kB signaling; 360,000 tested, 0.98% active; inhibition, % at 10 µM; Q293 LMP1-TROYcd NF-kB luciferase reporter, 4 h;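 active = compounds whose plate-normalised and pattern-corrected inhibition of the luciferase reporter signal at the single screening dose is 50% or more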
TRAIL sens C8 = sensitizes caspase-8 expressing cells to TRAIL. inhibition (viability loss, TRAIL sensitization), % at 10 µM. 360,000 tested, 1% active. NB7+C8 cells + TRAIL, ATPlite viability luminescence;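 active = compounds causing at least 50% loss of cell viability in the single-dose screen, relative to plate controls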
NCOA3 inh = human NCOA3 inhibition | Q9Y6Q9 | HEK293 GAL4-SRC3 luciferase reporter, luminescence | inhibition, % at 3.6 µM | 360,000 tested, 0.17% active | AID 588352;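 active = inhibition above a per-campaign cutoff, the mean of all compounds plus 3 SD, cut at about 60% in these data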;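 also: 0% = DMSO-treated cells and 100% = gossypol-treated cells at 36 µM; higher means less SRC3-driven luciferase light from the GAL4 reporter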
NCOA1 inh = human NCOA1 inhibition; Q15788; HEK293 GAL4-SRC1 luciferase reporter, luminescence; inhibition, % at 3.6 µM; 360,000 tested, 0.12% active;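 active = inhibition above the campaign mean plus 3 SD, with each screening campaign given its own cutoff, cut at about 60% in these data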;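 also: 0% = DMSO treated cells and 100% = gossypol at 36 µM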
TLR9-MyD88 block = inhibitors of human TLR9-MyD88 binding; CHO BLA complementation TLR9-MyD88, CCF4 FRET ratio; inhibition, % at 4.98 µM; 340,000 tested, 0.21% active; AID 504734; Q9NR96+Q99836;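 active = inhibition above the mean over all tested compounds plus 3 SD, cut at about 21% in these data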;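 also: 0% = DMSO only wells and 100% = clavulanate BLA inhibitor control wells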
LMP1 NFkB inh = reduces LMP1-driven NF-kappaB luciferase signal | LMP1-induced NF-kappaB luciferase reporter cells, luminescence | inhibition, % at 12.5 µM | 350,000 tested, 0.69% active; in the data active = inhibition above about 41%;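 also: 0% = neutral control wells and 100% = reference inhibitor control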
NOD2 RIPK2 PPI = NOD2-RIPK2 protein interaction inhibition. AID 624267. CHO BLA complementation NOD2-RIPK2, CCF4 ratio. 360,000 tested, 0.38% active. inhibition, % at 4.98 µM; in the data active = inhibition above about 21%;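 also: 0% = vehicle only and 100% = reference blocker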
Target sequence (O43353 whole entry, looked up): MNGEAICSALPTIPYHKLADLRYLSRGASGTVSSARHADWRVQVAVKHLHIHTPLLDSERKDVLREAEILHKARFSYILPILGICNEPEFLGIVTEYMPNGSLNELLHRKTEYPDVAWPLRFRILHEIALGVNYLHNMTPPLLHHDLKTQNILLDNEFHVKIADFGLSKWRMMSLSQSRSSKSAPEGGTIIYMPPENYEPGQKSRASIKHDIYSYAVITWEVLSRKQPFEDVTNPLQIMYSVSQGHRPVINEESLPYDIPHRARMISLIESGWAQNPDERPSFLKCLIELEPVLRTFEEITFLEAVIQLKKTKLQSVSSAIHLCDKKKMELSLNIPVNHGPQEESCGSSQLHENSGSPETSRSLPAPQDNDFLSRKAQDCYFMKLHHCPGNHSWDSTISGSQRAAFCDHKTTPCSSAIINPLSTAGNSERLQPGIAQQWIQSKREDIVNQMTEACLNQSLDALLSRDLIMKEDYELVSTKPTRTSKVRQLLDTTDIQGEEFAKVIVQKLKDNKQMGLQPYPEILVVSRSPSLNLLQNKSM
NCOA2 inhibitor = human SRC2 (NCOA2) inhibition. 370,000 tested, 0.17% active. HEK293 GAL4-SRC2 luciferase reporter, luminescence. Q15596. inhibition, % at 9 µM;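 active = inhibition above the mean inhibition of all tested compounds plus 3 SD, set per campaign, cut at about 52% in these data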;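 also: 0% = DMSO treated cells and 100% = cells given Gossypol at 36 µM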
TWEAK-Fn14 inh = inhibitors of TWEAK-Fn14 interaction signaling; TWEAK-stimulated Fn14 reporter cells, luciferase luminescence, 8 h; inhibition, % at 10 µM; 360,000 tested, 2% active; AID 1159606; in the data active = inhibition above about 50%
The depositor's hits bear a star; · = no result given. The list is partial, so the mix of outcomes need not match the whole.

The first 2 entries (preview)
SMILES	NR2F2 inh	LRH-1 inv ag	TROY signal inh	TRAIL sens C8	NCOA3 inh	NCOA1 inh	TLR9-MyD88 block	LMP1 NFkB inh	NOD2 RIPK2 PPI	NCOA2 inhibitor	TWEAK-Fn14 inh
O=C(Nc1ccc2c(c1)OCCO2)C(C1CC1)N1CCN(C/C=C/c2ccccc2)CC1 (stereo unspecified)	2	-19	9	6	-5	9	·	·	-4	-9	-5
NS(=O)(=O)c1ccc(CCNC(=O)c2cc(-c3ccccc3)nc3ccccc23)cc1	5	3	-5	16	12	14	6	7	-9	12	12

Results, from the first entry:
SMILES	NR2F2 inh	LRH-1 inv ag	TROY signal inh	TRAIL sens C8	NCOA3 inh	NCOA1 inh	TLR9-MyD88 block	LMP1 NFkB inh	NOD2 RIPK2 PPI	NCOA2 inhibitor	TWEAK-Fn14 inh
O=C(Nc1ccc2c(c1)OCCO2)C(C1CC1)N1CCN(C/C=C/c2ccccc2)CC1 (stereo unspecified)	2	-19	9	6	-5	9	·	·	-4	-9	-5
NS(=O)(=O)c1ccc(CCNC(=O)c2cc(-c3ccccc3)nc3ccccc23)cc1	5	3	-5	16	12	14	6	7	-9	12	12
O=C(Nc1ccc(-c2nc3ccccc3[nH]2)cc1)c1ccc2c(c1)OCO2	-22	-35	-68	0	-13	-61	3	-28	-7	14	-5
O=C(CSc1nnc(-c2ccc(Cl)cc2Cl)n1C1CCCCC1)N1CCCC1	-11	3	4	1	5	1	-4	1	-8	-3	11
CCN(CC)CCC(=O)N1c2ccccc2CCc2ccc(NC(=O)OC(C)C)cc21	2	9	-7	7	2	-2	-2	-1	-11	7	-26
CCOC(=O)c1c(NC(=O)CSc2nnnn2-c2ccc3c(c2)OCO3)sc(C)c1C	-8	7	-19	36	0	6	5	4	4	-30	-31
C/C(=N/NC(=O)c1ccc(NC(=O)c2ccc(F)cc2)cc1)c1ccccc1	9	14	-41	-8	-5	-51	6	-12	-14	-10	-20
CCN1C(=O)[C@H]2[C@@H](c3ccc(C)cc3)N3C(=O)N(c4cccc(C)c4)C(=O)[C@@]3(Cc3ccccc3)[C@H]2C1=O	17	5	-17	16	-2	-28	-16	-5	-3	-16	19
OC[C@@H]1[C@@H](c2ccccc2)C(c2ccccc2)=NN1c1ccccc1	3	-10	-1	-11	-6	-4	-7	-3	10	-2	18
COc1ccc(CCNC(=O)C2CCCN(S(=O)(=O)N3CCCCCC3)C2)cc1OC (stereo unspecified)	0	7	18	0	7	9	-6	3	-8	-17	5
COc1ccccc1NC(=O)c1ccc(NC(=O)CSc2nnnn2C)cc1	-1	47	5	13	3	-10	-2	-8	-7	4	5
O=C(NC12CC3CC(CC(C3)C1)C2)c1ccc(Br)o1	3	16	-27	-10	-19	4	3	8	13	3	2
CCCC(O)(CCC)C(=O)NN(C(=O)CCl)c1ccccc1	-17	23	2	-4	13	14	-5	5	-2	50	17
CCOC(=O)C1CCN(C(=O)c2cc3c(OC)c(OC)c(OC)cc3[nH]2)CC1	-3	12	10	8	4	17	11	6	-5	-20	-11
COc1ccc(NCc2nnc(SCC(=O)Nc3cc(C(F)(F)F)ccc3Cl)o2)cc1	2	1	-4	-3	-4	-6	-10	-5	2	8	3
c1csc(CNc2ncnc3ccc(-c4ccc5c(c4)OCCO5)cc23)c1	-15	13	20	-5	-18	-7	-3	-4	-4	-4	-1
Cc1nc(SCC(=O)NC(C)(C)C)c2c(-c3cccs3)csc2n1	-10	-1	19	-5	11	-8	-5	8	3	1	-34
COCCNC(=O)C1(C)CCCN(Cc2cc(C)ccc2C)C1 (stereo unspecified)	9	22	1	-9	14	5	·	·	-7	-22	4
CC[n+]1c(C)n(C)c2cc(S(=O)(=O)N(C)C)ccc21	-5	5	16	0	13	2	-2	-8	8	-10	9
CNC(=S)N/N=C/c1c2ccccc2c(Cl)c2ccccc12	-2	2	-25	3	-3	3	9	-12	12	-16	-44
O=C(O)COc1ccccc1/C=N/NC(=O)CSc1nc2ccccc2c(=O)n1-c1ccccc1	-5	7	3	-13	10	-12	-7	-2	0	1	-2
COc1cc(/C=C2\COC/C(=C\c3ccc(O)c(OC)c3)C2=O)ccc1O	63*	-16	49	11	18	-13	-3	24	7	-56	-12
Cc1nn(-c2ccccc2)c(-n2cccc2)c1C(=O)O	16	3	-8	16	-29	0	-11	6	0	-8	-2
Cn1c(SCC(=O)N(C2CCCCC2)C2CCCCC2)nnc1-c1cccs1	7	15	-19	2	17	-3	1	-2	8	10	36
CCO[C@@H]1OC(C(N)=O)=C[C@H](c2ccc(Br)cc2)[C@H]1CCCO	-2	0	7	-3	-2	-5	1	-9	-18	4	-2
S=c1[nH]nc(-c2cccc(Cl)c2)n1Cc1ccccc1	1	-13	12	-3	15	-15	-4	-4	-3	-4	6
CCOc1ccc(NC(=O)CCN2C(=S)NC(C)(C)CC2C)cc1 (stereo unspecified)	3	6	-2	-2	17	-22	0	3	3	-22	94*
Cc1cc(NC(=O)c2ccco2)ccc1NC(=O)Cc1cccs1	-15	-48	-27	5	-4	-106	-2	-3	-14	-49	1
COc1ccc(C(C(=O)NC2CCCCC2)N(C(=O)Cc2c[nH]c3ccccc23)c2ccc(NC(C)=O)cc2)cc1OC (stereo unspecified)	-5	16	-6	-5	-34	-12	2	-7	-4	6	14
Cc1ccc(-n2c3nc(=O)[nH]c(=O)c-3cc3cc([N+](=O)[O-])ccc32)cc1C	-5	5	-1	-8	6	-29	-4	3	-2	10	-22
Cc1ccc(NC(=O)C(C)N=C2NS(=O)(=O)c3ccccc32)cc1 (stereo unspecified)	-5	2	-3	-9	0	-15	-12	8	0	-7	1
COc1cc(/C=C/C(=O)O)ccc1OCc1ccc([N+](=O)[O-])cc1	7	8	-26	-3	-2	-22	3	-14	-6	7	-3
COc1ccc2oc(C(=O)OCC(=O)Nc3cc(S(=O)(=O)N4CCOCC4)ccc3OC)c(C)c2c1	5	-5	7	21	-2	-13	12	-8	8	-8	-29
CC[C@]12c3[nH]c4ccc(OC)cc4c3CCN1C(=O)C(CC(=O)NCc1ccco1)C[C@@H]2C(=O)N1CCN(C(=O)C2CC2)CC1 (stereo partly specified)	-8	5	-11	6	-2	-25	-6	-8	-2	-18	5
CC[n+]1c(C)sc2cc(C)ccc21	4	18	4	-8	-2	2	4	1	-4	-10	2
COc1ccccc1NC(=O)c1ccccc1NC(=O)c1cc(Cl)ccc1NC(=O)c1ccco1	-2	4	17	7	-7	-10	5	-1	-5	12	26
CN(C)c1ccc(C(=O)Nc2nc3c(s2)CCCC3)cc1	0	-130	23	55*	-64	-74	2	-19	-19	-20	72*
O=C(N/N=C\c1cccc(F)c1)c1ccc(-c2ccccc2)cc1	8	0	-26	4	-14	-10	-4	-21	-10	-33	-23
O=C(CCn1c(=S)oc2ccccc21)NC1CCCCCCC1	21	4	12	-12	13	1	-10	-6	13	5	-11
COc1cc(NC(=O)CC(C)S(=O)(=O)c2ccc3c(c2)NC(=O)CO3)cc(OC)c1OC (stereo unspecified)	-18	9	-1	-26	27	-6	-4	-3	-5	-5	-22
CC(=O)NC(c1ccccc1)c1nc(-c2ccccc2C)cs1 (stereo unspecified)	4	-18	-22	1	-41	-6	·	·	2	-18	-9
Cc1ccc(NC(=O)c2ccc(S(=O)(=O)N3CCCCC3)cc2)nc1	-15	-23	1	-14	8	-32	-9	-1	-12	15	6
Cc1ccc2cc(CCl)c(Cl)nc2c1	20	-7	-17	-13	-17	-7	-16	3	6	-26	15
COc1ccc(N2CC(C(=O)Nc3nnc(Cc4ccccc4)s3)CC2=O)cc1 (stereo unspecified)	5	-6	6	-2	11	-15	-7	-3	-1	-9	-2
Nc1ccn(Cc2ccccc2)n1	13	5	3	-5	16	3	1	9	-14	0	34
CCN(CC)S(=O)(=O)c1ccc(O)c(C(=O)OCC(=O)Nc2cc(C)c(C)cc2[N+](=O)[O-])c1	-4	-8	5	13	15	3	12	-3	-1	-22	-78
C=C1[C@@H](OC(C)=O)CC[C@]2(C)[C@@H]1C[C@@H]1C[C@H](OC(C)=O)C(C)=C([C@@H](OC(C)=O)[C@@H]2OC(C)=O)C1(C)C	28	1	0	5	0	-3	-6	0	-6	-22	-3
COc1cc(/C=C2\C(=O)N(c3cccc(C(=O)O)c3)N=C2C)ccc1OCc1ccccc1	-28	-17	-37	8	1	1	-7	-21	-3	-64	-43
S=C(c1cn(Cc2ccc(Br)cc2)c2ccccc12)N1CCOCC1	18	3	-13	-5	12	-1	-2	4	-13	18	4
CCc1cccc(C)c1NC(=O)CSc1nnc(-c2cc3cc(Br)ccc3o2)n1CC	10	-1	33	9	-10	10	-1	13	-5	10	3
CC(C)(C)c1ccc(C(=O)OCc2c(-c3ccccc3)ncc3ccccc23)cc1	11	4	-9	5	13	5	1	0	-12	11	-21
CC(C)(C)OC(=O)N/N=C/c1cccn1-c1ccc([N+](=O)[O-])cc1	-19	-15	-31	1	-1	-3	0	3	-11	-17	2
CCOC(=O)C1CCCN(c2c(Nc3ccc(C)c(C)c3)c(=O)c2=O)C1 (stereo unspecified)	-16	4	-31	-2	0	1	9	-6	-1	-12	17
[O-][N+](=C(c1ccccc1)c1ccccc1)c1ccccc1	-3	14	4	7	-2	-6	7	1	3	-32	1
Cc1ccn(CCC(=O)NC2CC(C)(C)Cc3c2cnn3-c2ccccc2C)n1 (stereo unspecified)	-17	-6	2	-22	2	7	-19	-7	-6	9	5
CC(C)(C)Nc1scc(-c2ccccc2)[n+]1-c1ccccc1	18	17	-27	1	-3	-11	0	-3	-2	2	-19
COc1ccc(N2CCN(C(=O)CC(NC(N)=O)c3cccc(Oc4ccccc4)c3)CC2)cc1 (stereo unspecified)	24	20	13	1	10	-3	6	4	-1	20	7
N#Cc1cnc(Nc2ccc(F)cc2)nc1N	-11	-41	-23	-14	-20	-86	-9	-5	2	-2	-16
CC(=O)Nc1ccc(NC(=O)Cc2ccc(S(=O)(=O)N3CCCCC3)cc2)cc1	-9	11	-2	-3	-5	-3	-1	-8	-4	-19	-22
COc1ccc(N2CCN(C(=O)c3cc4c(C)nc5ccccc5c4o3)CC2)cc1	3	1	26	6	-7	-12	2	3	-3	6	23
Continued:
SMILES	NR2F2 inh	LRH-1 inv ag	TROY signal inh	TRAIL sens C8	NCOA3 inh	NCOA1 inh	TLR9-MyD88 block	LMP1 NFkB inh	NOD2 RIPK2 PPI	NCOA2 inhibitor	TWEAK-Fn14 inh
O=C(Cc1coc(-c2ccc(F)cc2)n1)NCc1ccccc1	-7	-7	-14	9	5	-14	3	-6	-3	-4	-15
CC1=NN(c2ccc(Cl)cc2)C(=O)/C1=C\c1cccn1-c1ccc(S(N)(=O)=O)cc1	-10	-7	10	-1	5	14	1	-15	-1	8	32
COc1ccc(NS(=O)(=O)c2ccc(N3CCOCC3)c(NC(=O)C(C)C)c2)cc1	10	11	3	10	23	6	15	-3	2	13	12
C=CCNC(=O)CN(c1cc(Cl)ccc1OC)S(=O)(=O)c1ccc(C)c([N+](=O)[O-])c1	5	-4	14	4	-4	12	7	6	1	9	-14
O=C(Nc1cccn(Cc2ccccc2)c1=O)NC1CCCCC1	14	0	-8	42	-21	-6	-15	1	-4	-8	13
CCOC(=O)N1CCC(Nc2c([N+](=O)[O-])cc(C(=O)O)cc2[N+](=O)[O-])CC1	14	-1	-11	-1	-15	-7	1	-1	-18	-21	30
OC(COc1ccc(Cl)cc1)CN1CCC(Cc2ccccc2)CC1 (stereo unspecified)	13	5	4	1	-2	-1	-9	7	1	-3	-3
